Source: PubChem BioAssay
APE1 inh: inhibitors of human APE1 endonuclease; recombinant APE1, TAMRA/BHQ-2 abasic DNA cleavage fluorescence; Potency, µM (titrated, usually from 65.8 µM), without a hit: top-dose activity change, negative = inhibition, usual class: inhibitors; 350,000 compounds, 0.35% hits; AID 2517;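 also: potency is read from the fitted curve at half-maximal effect; plate controls were vehicle for no effect and reference inhibitor for full effect; nearly all actives have a fitted effect of over 55% in size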
Target sequence (P27695 whole entry, looked up): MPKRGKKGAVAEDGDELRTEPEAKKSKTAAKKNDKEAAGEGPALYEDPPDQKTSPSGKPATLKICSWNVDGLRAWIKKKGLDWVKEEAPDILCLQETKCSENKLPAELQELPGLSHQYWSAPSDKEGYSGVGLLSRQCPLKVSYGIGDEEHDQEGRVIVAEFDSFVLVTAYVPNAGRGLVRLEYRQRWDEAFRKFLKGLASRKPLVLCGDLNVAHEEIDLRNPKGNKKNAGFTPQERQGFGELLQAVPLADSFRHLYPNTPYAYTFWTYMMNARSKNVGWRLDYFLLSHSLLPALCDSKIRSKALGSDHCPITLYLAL
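APE1 at 0.75 nM final was preincubated with compound 15 min at room temperature, then 50 nM double-stranded THF abasic-site substrate (5'-TAMRA/3'-BHQ-2) was added. Fluorescence (ex 525/em 598 nm) was read kinetically; third-minus-first read gave activity.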
BLM helicase inh: blocks DNA unwinding by human BLM helicase; recombinant BLM DNA unwinding, fluorescence dequenching; Potency, µM (titrated, usually from 56.1 µM), without a hit: top-dose activity change, negative = inhibition, usual class: inhibitors; 350,000 compounds, 0.2% hits; AID 2528;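 also: potency is read from the fitted curve at half-maximal effect; plate controls were vehicle for no effect and no enzyme for full effect; nearly all actives have a fitted effect of over 35% in size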
LDHA block: LDHA (human) enzyme inhibition. 480,000 compounds, 0.15% hits. purified LDHA, NADH/diaphorase-resazurin fluorescence; hits give low values. activity change, % (values are at about 110 or 230 µM); in the data active = activity change below about -30%; inconclusive = mostly about -25% to -30%;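 also: plate controls were DMSO wells for no effect and wells without enzyme for full effect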
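LDH5 2 nM; NADH 0.06 mM, pyruvate 0.2 mM; 200 mM Tris pH 7.4, EDTA, Tween-20; 5 min RT. Detection: diaphorase 0.133 mg/mL + resazurin 37 µM, fluorescence ex540/em590 at 0 and 20 min; normalized to enzyme-free and DMSO wells.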
Apoferritin bind: binds horse apoferritin like a general anesthetic; apoferritin/1-aminoanthracene competitive binding, fluorescence; 350,000 compounds, 0.074% hits; Potency, µM (series often up to 77.5 µM), inactives show at the highest dose activity change, negative = displacement, most hits filed as inhibitors; P02791; AID 485281; also: potency is read from the fitted curve at half-maximal effect; % is scaled to controls: 0 for no effect and ±100 for the full control effect; nearly all actives have a fitted effect of over 20% in size
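Steps: apoferritin (10 uM) was premixed with half-saturated 1-AMA in PBS, compounds were pin-transferred, plates stood 10 min at room temperature, fluorescence was read at 380/535 nm, and curves were fitted with a Hill equation.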
Pol beta inh: DNA polymerase beta (human) inhibition | Pol beta primer extension/strand displacement, fluorescence kinetic | Potency, µM (doses to about 114 µM), without a hit: at the highest dose activity change, negative = inhibition, most hits filed as inhibitors | 340,000 compounds, 1.3% hits | AID 485314; also: potency is read from the fitted curve at half-maximal effect; % is scaled to controls: 0 for no effect and ±100 for the full control effect
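Curves were derived by four-parameter Hill fits of normalized qHTS data. The kinetic fluorescent primer-extension read was taken at 0 and 10 min after 50 nM substrate, following a 15 min room-temperature preincubation of 10 nM enzyme with compounds.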
Glioma ERSR ind: inducers of ER stress response in human glioma cells; 420,000 compounds, 0.02% hits; U87-MG GRP78 promoter luciferase reporter, 16 h; Potency, µM, inactives show top-dose activation, hits mostly activators; also: potency is read from the fitted curve at half-maximal effect; series mostly up to about 76 µM; % of control where 0% means no effect; nearly all actives have a fitted effect of over 35% in size
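Stably transfected U87-MG human glioma cells carrying a GRP78-based luminescent sensor were seeded at 1000 cells/well, pin-dosed with compounds and incubated 16 h. Luciferase reagent was then added, and end-point luminescence was read after 10 min at room temperature.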
Pol eta inh: blocks human DNA polymerase eta activity; Q9Y253; recombinant Pol eta, fluorescent DNA replication assay; Potency, µM (highest dose often 114 µM), inactives show at the highest dose activity change, negative = inhibition, hits mostly inhibitors; 390,000 compounds, 1.2% hits; AID 588591; also: potency is read from the fitted curve at half-maximal effect; % is scaled to controls: 0 for no effect and ±100 for the full control effect
Target sequence (Q9Y253 whole entry, looked up): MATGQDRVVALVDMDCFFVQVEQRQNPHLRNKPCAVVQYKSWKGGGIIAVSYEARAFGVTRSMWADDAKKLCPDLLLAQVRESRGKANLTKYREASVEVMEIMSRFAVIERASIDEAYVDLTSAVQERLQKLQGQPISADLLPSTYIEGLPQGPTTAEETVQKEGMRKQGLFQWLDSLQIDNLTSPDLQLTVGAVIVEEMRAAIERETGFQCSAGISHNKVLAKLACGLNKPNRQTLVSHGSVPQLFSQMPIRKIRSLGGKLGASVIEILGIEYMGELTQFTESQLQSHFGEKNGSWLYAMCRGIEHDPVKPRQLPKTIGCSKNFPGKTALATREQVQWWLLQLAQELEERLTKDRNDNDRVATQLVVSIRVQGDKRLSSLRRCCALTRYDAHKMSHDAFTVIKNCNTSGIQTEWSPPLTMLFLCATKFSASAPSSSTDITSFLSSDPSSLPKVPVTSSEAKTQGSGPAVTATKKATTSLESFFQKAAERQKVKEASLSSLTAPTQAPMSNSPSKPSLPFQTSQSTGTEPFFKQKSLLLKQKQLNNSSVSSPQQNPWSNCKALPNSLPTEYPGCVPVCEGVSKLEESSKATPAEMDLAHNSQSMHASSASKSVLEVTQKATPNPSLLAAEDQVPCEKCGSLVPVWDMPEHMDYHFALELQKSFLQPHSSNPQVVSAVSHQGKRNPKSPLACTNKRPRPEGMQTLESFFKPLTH
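Fluorescent replication assay: 50 nM final substrate added after a 15 min room-temperature compound preincubation with 10 nM enzyme. Signal taken at 0 min and again at 10 min.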
POLK inh: DNA polymerase kappa (human) inhibition | AID 588579 | Potency, µM (series often up to 107 µM), inactives show top-dose activity, negative = inhibition, actives largely listed as inhibitors | purified Pol kappa, fluorescent DNA synthesis assay, 10 min | 400,000 compounds, 0.53% hits; also: potency is read from the fitted curve at half-maximal effect; % is scaled to controls: 0 for no effect and ±100 for the full control effect
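Activity was followed as the change in fluorescence between reads at 0 and 10 min after starting the reaction with 50 nM substrate. Beforehand, 10 nM polymerase had been preincubated with compound for 15 min at room temperature.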
Pol iota inh: blocks human DNA polymerase iota activity. Q9UNA4. Pol iota fluorescent replication assay, 10 min. Potency, µM (top dose mostly 115 µM), inactives show at the highest dose activity, negative = inhibition, usual class: inhibitors. 390,000 compounds, 1% hits; also: potency is read from the fitted curve at half-maximal effect
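Pol iota at 10 nM preincubated 15 min with compounds at room temperature; reaction started with fluorescent substrate, 50 nM final. Fluorescence read kinetically at 0 and 10 min; buffer-only wells as negative control.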
* hit, by the source's call; & = joins results of further samples; [ ] = another dose, or the depositor's remark. Unless noted, calls follow the shape of the dose curve; as a rule, active = well fitted curve in the direction sought with a large enough effect; inconclusive = small, poorly fitted or top-dose-only effect, or another doubt; inactive = no such curve, though single readings can be large; an effect the other way counts as inactive or inconclusive.

For O=C(O)c1ccc(Nc2nc3c(s2)CCCC3)cc1 the results were APE1 inh 4%, BLM helicase inh -2%, LDHA block -5, Apoferritin bind -11%, Pol beta inh 3%, Glioma ERSR ind -15%, Pol eta inh -15%, POLK inh -1%[60.1 µM] and Pol iota inh -23%.
Screening CC1=NN(C(=O)CCc2ccccc2)C(O)(c2ccncc2)C1 (stereo unspecified) returned APE1 inh -3%, BLM helicase inh -4%, LDHA block -5, Apoferritin bind -5%, Pol beta inh 2%, Glioma ERSR ind -4%, Pol eta inh 0%, POLK inh -15% and Pol iota inh 6%.
`Cc1ccc2c(c1Br)C(O)(CC(=O)c1ccc(F)cc1)C(=O)N2` (stereo unspecified) gave BLM helicase inh -8%, LDHA block -1, Apoferritin bind -12%, Pol beta inh 7%, Glioma ERSR ind -4%, Pol eta inh -5%, POLK inh -6%[60.1 µM] and Pol iota inh 3%.
Screening Cc1[nH]c(C)c(S(=O)(=O)N2CCC(C)CC2)c1C(=O)N1CCCC1 returned APE1 inh 23%, BLM helicase inh 1%, LDHA block -7, Apoferritin bind 2%, Pol beta inh 5%, Glioma ERSR ind 1%, Pol eta inh 2%, POLK inh -9% and Pol iota inh -15%.
Screening COc1ccc(N2CCN(C(=O)Cc3cccs3)CC2)cc1 returned APE1 inh -13%, BLM helicase inh 1%, LDHA block -4, Apoferritin bind -8%, Pol beta inh 4%, Glioma ERSR ind -4%, Pol eta inh -17%, POLK inh -2% and Pol iota inh 18%.
`Cc1ccc(OCC(=O)N(Cc2ccco2)Cc2ccco2)cc1` gave BLM helicase inh -2%, LDHA block -6, Apoferritin bind 0%, Pol beta inh 0%, Glioma ERSR ind 1%, Pol eta inh -19%, POLK inh -2% and Pol iota inh 16%.
For CCN(CC)C(=O)Cn1c(=O)n(-c2ccccc2)c(=O)c2c3c(sc21)CCC3 the results were APE1 inh 19%, BLM helicase inh -1%&-3%, LDHA block 1&-1, Apoferritin bind -3%&4%, Pol beta inh 8%&24%, Glioma ERSR ind -2%&2%, Pol eta inh 1%&-15%, POLK inh -1%&4% and Pol iota inh 2%&17%.
`CC(Oc1ccccc1)C(=O)N=Nc1c(O)[nH]c2ccc(Br)cc12` (stereo unspecified) gave APE1 inh -1%, BLM helicase inh 2%, LDHA block -7, Apoferritin bind inconclusive, Pol beta inh 3%, Glioma ERSR ind -3%, Pol eta inh -5%, POLK inh -9% and Pol iota inh -18%.
`C[C@H](NC(=O)[C@H]1N2C(=O)c3ccccc3C2SC1(C)C)C(=O)N1CCCCC1` (stereo partly specified) gave APE1 inh 25%, BLM helicase inh -2%, LDHA block 0, Apoferritin bind -7%, Pol beta inh 15%, Glioma ERSR ind -9%, Pol eta inh 9%, POLK inh 11% and Pol iota inh 5%.
Screening COc1ccc(-c2cc(C(F)(F)F)nc(NCCc3ccccc3)n2)cc1 returned BLM helicase inh -2%, LDHA block 1, Apoferritin bind 2%, Pol beta inh 5%, Glioma ERSR ind 0%, Pol eta inh -12%, POLK inh -2% and Pol iota inh -5%.
`Cc1sc(NC(=O)CS(=O)(=O)c2ccccc2)c(C(N)=O)c1C` gave APE1 inh 5%, LDHA block -3, Glioma ERSR ind 1%, Pol eta inh -16%, POLK inh -5% and Pol iota inh 51%[activator].
Cc1ccnc(NC(=O)CNC(=O)Cc2cccc3ccccc23)c1 was read as APE1 inh 0%, LDHA block -3, Glioma ERSR ind 4%, Pol eta inh 5%, POLK inh -10% and Pol iota inh -1%.
`COc1ccc2oc(=O)c(C(=O)Nc3ccccc3-c3ccccc3)cc2c1` gave APE1 inh 14%, BLM helicase inh -1%, LDHA block -7, Apoferritin bind 2%, Pol beta inh 9%, Glioma ERSR ind -3%, Pol eta inh -15%, POLK inh -4% and Pol iota inh 27%.
COc1cc2c(cc1OC)CN(c1nc(CN3CCOCC3)nc3sc4c(c13)CCCC4)CC2 was read as APE1 inh -10%, BLM helicase inh 2%, LDHA block -1, Apoferritin bind 6%, Pol beta inh 13%, Glioma ERSR ind -4%, Pol eta inh -20%, POLK inh -11% and Pol iota inh 9%.
For Fc1ccc(-c2noc3ncnc(NCc4cccc(Cl)c4)c23)cc1 the results were BLM helicase inh 0%, LDHA block -2, Apoferritin bind -3%, Pol beta inh -1%, Glioma ERSR ind 2%, Pol eta inh -4%, POLK inh -15% and Pol iota inh -29%.
Cc1ccc(N2CC(NS(=O)(=O)c3cccnc3)CC2=O)cc1 (stereo unspecified) was read as APE1 inh -3%, LDHA block -4, Glioma ERSR ind 1%, Pol eta inh -4%, POLK inh -9% and Pol iota inh 18%.
Screening O=C(NNC(=O)C1CCC1)c1ccccc1 returned APE1 inh 61%[activator], LDHA block -7, Glioma ERSR ind 3%, Pol eta inh -10%, POLK inh -12% and Pol iota inh -9%.
For Cc1ccc(N2CC(C(=O)Nc3cc(Cl)ccc3-n3cncn3)CC2=O)cc1 (stereo unspecified) the results were APE1 inh 14%, LDHA block -4, Glioma ERSR ind -2%, Pol eta inh -19%, POLK inh -4% and Pol iota inh 10%.
`COc1cc(C(=O)NCCC(c2ccccc2)c2ccccc2)cc(OC)c1OC` gave APE1 inh -4%, BLM helicase inh -13%, LDHA block 0, Apoferritin bind 3%, Pol beta inh -12%, Glioma ERSR ind -5%, Pol eta inh -21%, POLK inh -6% and Pol iota inh 22%.
`CN1C(=O)c2ccccc2Sc2ccc(NC(=O)NC3CC3)cc21` gave APE1 inh 3%, BLM helicase inh -3%, LDHA block -1, Apoferritin bind -8%, Pol beta inh 18%, Glioma ERSR ind -11%, Pol eta inh -8%, POLK inh 8% and Pol iota inh -8%.
`CCN(C(=S)NC(=O)C1CC1)c1ccccc1` gave APE1 inh 11%, BLM helicase inh -2%, LDHA block -9, Apoferritin bind -15%, Pol beta inh -2%, Glioma ERSR ind 1%, Pol eta inh -2%, POLK inh -6% and Pol iota inh -25%.
For CC(=O)c1c(Nc2ccc3c(c2)OCCO3)oc(C)cc1=O the results were APE1 inh -2%, BLM helicase inh 2%, LDHA block 5, Apoferritin bind -15%, Pol beta inh 14%, Glioma ERSR ind -6%, Pol eta inh -9%, POLK inh 9% and Pol iota inh 30%[activator].
`Cn1c(=O)c2c(ncn2CC(=O)N/N=C/c2c[nH]c3ccccc23)n(C)c1=O` gave APE1 inh 8%, BLM helicase inh -4%, Apoferritin bind 0% and Pol beta inh 17%.
`COc1ccc(C)cc1NC(=O)CN(C)S(=O)(=O)c1cc(C)ccc1OC` gave APE1 inh -7%, BLM helicase inh 1%, LDHA block -2, Apoferritin bind -7%, Pol beta inh 0%, Glioma ERSR ind -2%, Pol eta inh -15%, POLK inh -20% and Pol iota inh 1%.
Screening CC(=Nc1ccc2c(c1)nc(CO)n2C)C1=C(O)CC(C)(C)CC1=O returned APE1 inh -3%, BLM helicase inh 0%, LDHA block 1, Apoferritin bind 26%, Pol beta inh 20%, Glioma ERSR ind -2%, Pol eta inh 7%, POLK inh -6% and Pol iota inh 21%.
Screening CC[n+]1c(-c2ccccc2)csc1Nc1c(C)n(C)n(-c2ccccc2)c1=O returned APE1 inh 0%, BLM helicase inh 4%, LDHA block 1, Apoferritin bind -9%, Pol beta inh 32%, Glioma ERSR ind -3%, Pol eta inh -8%, POLK inh 12%[60.1 µM] and Pol iota inh -3%.
`CC(C)N(Cc1ccccc1)C(=O)COC(=O)C1CCCCC1` gave APE1 inh 47%[activator], LDHA block -6, Glioma ERSR ind 0%, Pol eta inh -19%, POLK inh -13% and Pol iota inh 82%[activator].
Screening CC(C)[C@H]1COCCS(=O)(=O)N1Cc1ccccc1-c1cccc(Cl)c1 returned APE1 inh -2%, LDHA block -12, Glioma ERSR ind -1%, Pol eta inh -13%, POLK inh -8% and Pol iota inh -3%.
`CC(C)S(=O)(=O)C/C(N)=N/OC(=O)c1cc(Cl)cc(Cl)c1` gave APE1 inh 3%, BLM helicase inh 8%, LDHA block -7, Apoferritin bind -19%, Pol beta inh 11%, Glioma ERSR ind 4%, Pol eta inh -18%, POLK inh -7% and Pol iota inh 31%[activator].
Screening Cc1ccc(-c2nc(SCC(N)=O)c(C#N)c3c2CCCC3)cc1 returned APE1 inh -7%, BLM helicase inh -2%, LDHA block 0, Apoferritin bind inconclusive, Pol beta inh -1%, Glioma ERSR ind -2%, Pol eta inh 3%, POLK inh -12% and Pol iota inh 4%.
For CC(=O)c1cc2c(cc1N/C(=N/S(=O)(=O)c1ccc(C)cc1)c1ccccc1)OCO2 the results were APE1 inh -15%, BLM helicase inh -3%&0%, LDHA block -12&-1, Apoferritin bind 145%&-3%[activator], Pol beta inh 22%&6%, Glioma ERSR ind -5%&-5%, Pol eta inh -9%&-13%, POLK inh -5%[60.1 µM] and Pol iota inh -22%&9%.
Screening CCOc1ccc(NC(=O)C2CC(=O)N(C)C(=Nc3ccc4c(c3)OCO4)S2)cc1 (stereo unspecified) returned APE1 inh -6%, BLM helicase inh 0%, LDHA block 0, Apoferritin bind -12%, Pol beta inh 9%, Glioma ERSR ind -2%, Pol eta inh -4%, POLK inh 5% and Pol iota inh -3%.
Screening Cc1ccccc1OCC(=O)NNC(=O)c1cc(S(=O)(=O)N(C)C)ccc1N1CCCC1 returned APE1 inh -2%, BLM helicase inh -5%, LDHA block -8, Apoferritin bind -13%, Pol beta inh inconclusive, Glioma ERSR ind -4%, Pol eta inh 0%, POLK inh -6% and Pol iota inh 13%.
`COc1cc([N+](=O)[O-])ccc1NC(=O)N1CCC2(CC1)Nc1cc(F)ccc1-n1cccc12` gave BLM helicase inh -5%, LDHA block 3, Apoferritin bind -7%, Pol beta inh -15%, Glioma ERSR ind -3%, Pol eta inh -15%, POLK inh -6%[60.1 µM] and Pol iota inh 9%.

Some of the compounds tested. The share of hits here may be higher or lower than overall.
